# Compound activity from PubChem.
# TDP1 cell CPT – DT40-hTDP1 cell growth loss with CPT. chicken DT40 Tdp1-/-;hTDP1 cells + 20 nM CPT, ATP luminescence, 48 h. hit rate 12% among 420,000. Potency, µM (top dose mostly 46.2 µM), without a hit: at the top dose activity change, negative = growth inhibition, hits mostly inhibitors; further: nearly all actives have a fitted effect of over 55% in size
#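 Cell growth measured by CellTiter-Glo luminescence after a minimum 48 h, 37 C compound exposure with 20 nM CPT in Tdp1-knockout DT40 cells stably expressing hTDP1, seeded 400/well; qHTS titration format.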
# FEN1 inhibitor – inhibitors of human flap endonuclease 1; Recombinant FEN1 flap cleavage, fluorescence, 15 min; Potency, µM (titrated, usually from 114 µM), without a hit: top-dose activity change, negative = inhibition, most hits filed as inhibitors; hit rate 0.35% among 390,000; further: nearly all actives have a fitted effect of over 65% in size
# Target sequence (P39748 whole entry, looked up): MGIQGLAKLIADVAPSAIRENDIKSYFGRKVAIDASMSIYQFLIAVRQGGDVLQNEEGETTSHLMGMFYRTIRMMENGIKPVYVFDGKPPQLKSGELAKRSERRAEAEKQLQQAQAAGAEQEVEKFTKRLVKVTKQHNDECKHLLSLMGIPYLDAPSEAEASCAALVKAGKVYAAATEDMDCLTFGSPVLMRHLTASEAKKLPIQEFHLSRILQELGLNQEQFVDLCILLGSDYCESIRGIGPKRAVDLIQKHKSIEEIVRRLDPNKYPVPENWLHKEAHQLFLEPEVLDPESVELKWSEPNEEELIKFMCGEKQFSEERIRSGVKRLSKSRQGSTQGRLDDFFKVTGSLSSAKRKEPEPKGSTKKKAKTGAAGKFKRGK
#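 FEN1 at 10 nM, compound pretreatment for 15 min (room temperature), 50 nM final substrate to initiate; endpoint reads at 0 and 15 min; DMSO-only plates used as vehicle background.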
# GCN5L2 inh – blocks human GCN5L2 histone acetyltransferase | Q92830 | Potency, µM (top dose mostly 58.9 µM), inactives show at the top dose activity change, negative = inhibition, usual class: inhibitors | AID 504327 | hit rate 0.21% among 390,000 | GCN5L2 HAT assay, ThioGlo1 CoA-SH fluorescence
#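 GCN5L2 (20nM final) in 50mM HEPES, 0.1mM EDTA pH 7.5, 0.01% Tween-20 was preincubated 15 min at room temperature with compound, then given ThioGlo1 (50uM), H3(1-25) peptide (75uM) and acetyl-CoA (70uM); CoA-thiol fluorescence (Ex340/Em540) was read at 0 and 20 min.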
# * hit, by the source's call; ? = inconclusive; . = not tested or not shown; & = joins results of further samples. The call rests on the fitted dose curve; in most records, active means well fitted curve in the direction sought with a large enough effect; inconclusive means small, poorly fitted or top-dose-only effect, or another doubt; inactive means no such curve, though single readings can be large; an effect the other way counts as inactive or inconclusive. On the % scale 0 is the no-effect control and ±100 the full control effect; potency means the concentration at half of the fitted maximal effect. A portion of the library (hit frequency here may not be typical).
SMILES,TDP1 cell CPT,FEN1 inhibitor,GCN5L2 inh
CCOc1ccccc1N1CC(C(=O)NCCC2=CCCCC2)CC1=O (configuration not stated),?,-1%,.
O=C(Nc1cc(C(F)(F)F)ccc1N1CCOCC1)c1ccncc1,-6%,-16%,-1%
CC1CC[C@@]2(C(=O)O)CCC3(C)C(=CCC4[C@]5(C)CC(O)C(O)[C@](C)(CO)C5C(O)C[C@@]43C)C2C1C (some centres not stated),1%,.,-20%
Cc1cc(C)c(C)c(S(=O)(=O)NCCCN2CCOCC2)c1C,6%,0%,-2%
COc1ccc(NS(=O)(=O)c2ccc(NC(C)=O)cc2)nn1,-8%,4%,.
CCCC(c1nnnn1C(C)(C)CC)N1CCN(C(=O)c2ccco2)CC1 (configuration not stated),1%,1%,-2%
Cc1ccc(OC(C)C(=O)Nc2ncc(Cl)cc2Cl)c([N+](=O)[O-])n1 (configuration not stated),?,-5%,-11%
Cc1nn(-c2ccccc2)c(Cl)c1C(=O)Nc1nnc(C2CCCCC2)s1,-24%,-22%,-12%
COc1cc(NC(=O)C2CCCN(S(=O)(=O)c3ccc4c(c3)oc(=O)n4C)C2)cc(OC)c1 (configuration not stated),?,-2%,-6%
COC(=O)c1ccc(C2/C(=C(/O)c3ccc4c(c3)CC(C)O4)C(=O)C(=O)N2Cc2cccnc2)cc1 (configuration not stated),-1%,-1%,-5%
COC(=O)c1ccccc1SCC(=O)Nc1ccc(N2CCOCC2)cc1,-7%,-7%,1%
O=C(COc1ccc(Cl)cc1)Nc1ccc2c(c1)OCO2,2%,-13%,-7%
Cc1nc2ccccc2n1CCCOc1ccccc1,?,-12%,0%
O=c1c([N+](=O)[O-])c(N2CCCCCC2)c2ccccc2n1-c1ccccc1,?,9%,2%
CCN(CC)c1ncnc2scc(C3COc4ccccc4O3)c12 (configuration not stated),16µM*,-14%,-6%
CCOc1ccccc1/C=N/NC(=O)C[n+]1ccccc1,0%,-2%,-6%
CC(=O)Nc1ccc(NS(=O)(=O)c2c(C(=O)N3CCCCCC3)c(C)n(C)c2C)cc1,6%,0%,-1%
COC(=O)c1ccc(CN2CCC(Oc3ccc(C(=O)N4CCCCC4)cc3)CC2)cc1,?,-5%,.
COc1ccc(C(=O)CCC(=O)NC2=NCCS2)cc1,?,3%,-20%
O=C(Cc1cccc(NC(=O)C2CCN(C(=O)C3CCC3)CC2)c1)Nc1cccc(C(=O)N2CCCCC2)c1,-5%,-7%,.
O=C(NCc1ccccc1)C1CCCN(c2cnccn2)C1 (configuration not stated),6%,25%,-20%
CC(C)CCNC(=O)C1CCN(c2nc3ccc(Cl)cc3[nH]2)CC1,?,-10%,-5%
CCCn1nnc(NC(=O)/C=C/c2ccccc2)n1,9%,8%,0%
Nc1nc(Nc2ccccc2)nc(C(F)(F)F)n1,14%,2%,3%
CCN1CCCC(NC(=O)c2scc3c2CCCC3)C1 (configuration not stated),?,-2%,-14%
CC1(c2ccc(OCC#N)cc2)C=C(c2ccc(OCC#N)cc2)n2nc(C(F)(F)F)nc2N1 (configuration not stated),?,-13%,-4%
O=C(CCn1c(=O)[nH]c2ccsc2c1=O)N1CCN(c2ccc([N+](=O)[O-])cc2)CC1,16µM*,7%,-13%
O=C(O)CCN(CC(=O)c1ccc(Cl)cc1)S(=O)(=O)c1ccc([N+](=O)[O-])cc1,4%,-1%,-9%
COc1ccc(C(CNC(=O)C(C)Sc2ccccc2)N2CCOCC2)cc1 (configuration not stated),-11%,0%,.
COc1cc(CC(=O)NCCc2ccc(OCc3ccccc3)cc2)c([N+](=O)[O-])cc1OC,-13%,-14%,-7%
CCn1c(CNC(=O)c2cccs2)nnc1SCC(=O)Nc1cc(Cl)ccc1C,-12%,-11%,-4%
O=C1c2cccc(OCC(=O)N3CCCc4ccccc43)c2CCN1Cc1ccc(Br)cc1,18µM*,-16%,-5%
Cc1cc(C)nc(N2CCCC(C(=O)Nc3ccc4c(c3)OCCO4)C2)n1 (configuration not stated),-28%,-23%,-2%
COc1ccc(NC(=O)C2CCN(c3cnccn3)CC2)cc1OC,15%,-1%,1%
CNc1snc(C)c1C(=O)OC(C)C(=O)Nc1ccc(F)cc1 (configuration not stated),?,-12%,0%
CCOC(=O)C(=CNc1nc(-c2ccc3ccccc3c2)cs1)C(=O)OCC,?,10%,-10%
CCOc1ccccc1/C=C/c1onc(C)c1S(=O)(=O)N1CCC(C(=O)N(CC)CC)CC1,15µM*,-10%&-21%,-7%&-8%
CN(C)N1C(N)=C(C#N)C(c2cccc(Cl)c2)C2=C1CCCC2=O (configuration not stated),-16%,16%,0%
NNC(=O)C(=O)Nc1ccc(Cl)c(Cl)c1,-14%,2%,0%
COCCn1c(-c2ccc(NC(C)=O)cc2)nc2c1c(=O)[nH]c(=O)n2CC(C)C,-18%,0%,-13%
CC1CCCCN1S(=O)(=O)c1ccc(NC(=O)c2cccs2)cc1 (configuration not stated),?,-19%,-2%
COC(=O)c1ccc(Cl)c(NC(=O)CN(c2ccc3c(c2)OCO3)S(C)(=O)=O)c1,7%,2%,1%
CCC1CSC(Nc2ccc(C(=O)/C=C/c3ccc(Br)cc3)cc2)=N1 (configuration not stated),?,-11%,7%
O=[N+]([O-])c1cc(/C=N/N2CCN(Cc3ccccc3)CC2)ccc1Cl,-25%,-4%,-6%
C=CCn1c(SCC(=O)N2CC(C)OC(C)C2)nnc1-c1ccncc1 (configuration not stated),-25%,22%,0%
COc1ccc(OC)c(NC(=O)CNC(=O)c2cccs2)c1,-25%,8%,0%
Cc1cccc(-c2nc3c4ccccc4nc(N4CCN(c5cccc(Cl)c5)CC4)n3n2)c1,?,20%,1%
O=C(Nc1ccc(Cl)cc1)C1CCCN(S(=O)(=O)c2ccc3[nH]c(=O)ccc3c2)C1 (configuration not stated),?,7%,-6%
CCSc1nnc(NC(=O)c2ccc3ccccc3n2)s1,18µM*,1%,0%
O=C(CCC1N=C2c3ccccc3N=C(SCc3ccc(Cl)cc3)N2C1=O)NCc1ccco1 (configuration not stated),?,-9%,-2%
# (cont.)
SMILES,TDP1 cell CPT,FEN1 inhibitor,GCN5L2 inh
Cc1csc(NCC(=O)c2c(C)[nH]c3ccccc23)n1,7%,-15%,.
O=C(CC(c1ccccc1)c1ccccc1O)N1CCCC1 (configuration not stated),-2%,-1%,-2%
COc1ccc(NC(=O)CN(C)C(=O)Cc2ccc3c(c2)OCCO3)cc1,15%,1%,-4%
CCOc1ccc(S(=O)(=O)NCCC(=O)OC(C)C(=O)N2CCc3ccccc32)cc1 (configuration not stated),?,-14%,-4%
C=C1[C@@H](O)[C@H](Cc2ccccc2)N(Cc2ccccc2Br)S1(=O)=O,21µM*,-23%,.
CCOC(=O)c1cnc2cc(-c3ccc(OCC)cc3)nn2c1-c1ccccc1,15µM*,1%,-15%
CCCCN(C)CCCNC(=O)c1cc(=O)[nH]c2ccc(S(=O)(=O)N3CCCCC3)cc12,7%,3%,0%
CC(=O)c1cc(C(=O)Nc2cc(C)cc(C)c2)c2ccccn12,?,-4%,-3%
Cc1cccc2nc(-c3ccccc3)nc(N3CCC(O)(c4ccc(Cl)cc4)CC3)c12,?,-10%,-16%
Cc1cc(C)n2nc(C(=O)OCC(=O)N(C)C3CCCCC3)nc2n1,15%,1%,1%
CCc1nnc(SCC(=O)Nc2nc(C)c(C(=O)N(C)C)s2)n1CC,6%,-1%,-18%
CCC(C)(C)n1nnnc1C(c1cc2cc(C)ccc2[nH]c1=O)N1CCCC1 (configuration not stated),-13%,11%,-4%
CO/N=C/c1cccn1-c1nccc(N(C)C)c1C#N,-4%,-2%,-20%
COC(CCN(C)C)(c1ccccc1)c1ccccc1,-1%,-7%,-3%
CC(C)CC(=O)N1CCN(c2ccc(NC(=O)c3ccco3)cc2)CC1,-3%,2%,-6%
CCOc1cc(S(=O)(=O)n2nc(C)cc2C)ccc1Br,11%,-11%,18%
CCCCNC(=O)CCCn1c(=S)[nH]c2cc3c(cc2c1=O)OCO3,-9%,0%,0%
COc1ccc(-n2nc(-c3ccc(C)cc3)c3cnc4cc(F)c(F)cc4c32)cc1,-3%,-7%,-2%
CC1(C)CC2C1CC[C@]1(C)CCC3C(C(=O)O)CC(=O)O[C@]32C1 (some centres not stated),?,.,7.9µM*
COc1ccccc1NC(=S)N(CCCN1CCOCC1)Cc1ccccn1,9%,-4%,10%
Cc1ccc(-c2nc(=S)c3c(n2CC2CCCO2)CC(C)(C)OC3)cc1 (configuration not stated),-19%,3%,-5%
Cc1ccc(S(=O)(=O)N2CCN(c3nc(-c4cccs4)nc4nc[nH]c34)CC2)cc1,?,13%,.
OCC1C2c3ccccc3C(c3ccccc32)C1CO (configuration not stated),-1%,-5%,-8%
O=S(=O)(/N=C(/c1ccccc1)N1CCOCC1)c1ccc(Br)cc1,5%,19%,?
O=C(/C=C/c1ccccc1)N1CCN(c2cccc(Cl)n2)CC1,-26%,0%,-9%
CCOC(=O)NNC1CC(=O)N(c2ccc(OC)cc2)C1=O (configuration not stated),9%,-9%,?
CC(=O)NS(=O)(=O)c1ccc(NC(=O)NC2CCCCC2)cc1,0%,-2%,14%
CON(C)S(=O)(=O)c1cccc(C(=O)NC2CCSc3ccccc32)c1 (configuration not stated),-20%,3%,-2%
C=CCOc1ccc(/C=N/NC(=O)CN2CCCCC2)cc1OC,-19%,7%,2%
COc1ccc(NC(=O)CSCC(=O)Nc2nnc(C3CC3)s2)cc1,1%,-4%,2%
CC1O[C@@H](OC2C(COC3OC(CO)C(O)[C@H](O)C3O)OC(OC3CC[C@]4(C)C(CC[C@@]5(C)[C@@H]4CC=C4[C@@H]6CC(C)(C)CC[C@]6(CO)C(O)C[C@]45C)C3(C)C)C(O)C2O)C(O)C(O)C1O (some centres not stated),13%,-13%,-3%
CSc1ncccc1C(=O)Nc1nc2ccc(S(C)(=O)=O)cc2s1,-23%,8%,-7%
O=C(NCCN1CCOCC1)Nc1ccc(Cl)cc1Cl,1%,-14%,-1%
O=C(CC1S/C(=N/N=C/c2c[nH]c3ccccc23)NC1=O)Nc1ccccc1 (configuration not stated),-13%,0%,2%
CC(=O)Oc1cccc(C2C3=C(CC(C)(C)CC3=O)Nc3ccccc3N2C(C)=O)c1 (configuration not stated),?,-3%,-14%
CN1CCN(C(=O)C2CCCN(S(=O)(=O)c3ccccc3)C2)CC1 (configuration not stated),-3%,-2%,-6%
Cc1cc(C)c2c(c1)CC(C)(C)CC2=O,25%,-4%,.

# Single records, as listed above. Order of screens: TDP1 cell CPT	FEN1 inhibitor	GCN5L2 inh
# Listed for CC1O[C@@H](OC2C(COC3OC(CO)C(O)[C@H](O)C3O)OC(OC3CC[C@]4(C)C(CC[C@@]5(C)[C@@H]4CC=C4[C@@H]6CC(C)(C)CC[C@]6(CO)C(O)C[C@]45C)C3(C)C)C(O)C2O)C(O)C(O)C1O (some centres not stated) : 13%	-13%	-3%
# Listed for CN1CCN(C(=O)C2CCCN(S(=O)(=O)c3ccccc3)C2)CC1 (configuration not stated) : -3%	-2%	-6%

# Compounds from the list above containing an aryl methoxy group, in the order listed:
SMILES,TDP1 cell CPT,FEN1 inhibitor,GCN5L2 inh
COc1ccc(NS(=O)(=O)c2ccc(NC(C)=O)cc2)nn1,-8%,4%,.
COc1cc(NC(=O)C2CCCN(S(=O)(=O)c3ccc4c(c3)oc(=O)n4C)C2)cc(OC)c1 (configuration not stated),?,-2%,-6%
COc1ccc(C(=O)CCC(=O)NC2=NCCS2)cc1,?,3%,-20%
COc1ccc(C(CNC(=O)C(C)Sc2ccccc2)N2CCOCC2)cc1 (configuration not stated),-11%,0%,.
COc1cc(CC(=O)NCCc2ccc(OCc3ccccc3)cc2)c([N+](=O)[O-])cc1OC,-13%,-14%,-7%
COc1ccc(NC(=O)C2CCN(c3cnccn3)CC2)cc1OC,15%,-1%,1%
COc1ccc(OC)c(NC(=O)CNC(=O)c2cccs2)c1,-25%,8%,0%
COc1ccc(NC(=O)CN(C)C(=O)Cc2ccc3c(c2)OCCO3)cc1,15%,1%,-4%
COc1ccc(-n2nc(-c3ccc(C)cc3)c3cnc4cc(F)c(F)cc4c32)cc1,-3%,-7%,-2%
COc1ccccc1NC(=S)N(CCCN1CCOCC1)Cc1ccccn1,9%,-4%,10%
CCOC(=O)NNC1CC(=O)N(c2ccc(OC)cc2)C1=O (configuration not stated),9%,-9%,?
C=CCOc1ccc(/C=N/NC(=O)CN2CCCCC2)cc1OC,-19%,7%,2%
COc1ccc(NC(=O)CSCC(=O)Nc2nnc(C3CC3)s2)cc1,1%,-4%,2%
